M. tuberculosis GlmU – inhibition of mycobacterial GlmU enzyme – biochemical, glucosamine-1-phosphate acetyltransferase (AID 1376) | Bifunctional protein GlmU (Mycobacterium tuberculosis (strain ATCC 25618 / H37Rv)) | M. tuberculosis GlmU acetyltransferase enzyme assay; higher % means a stronger effect | inhibition, %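 (tested at 30 µM in the primary screen)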; hits with a dose series show IC50 in µM | actives 0.25% (n = 220,000); in the data active means inhibition above about 13%;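 further: 0% = complete reaction with vehicle and 100% = reaction without substrate; strong numbers were not always called active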
Mtb RmlCD inh – M. tuberculosis RmlC/RmlD coupled enzyme inhibitors, primary screen, biochemical, compound mixtures, 384-well, from 1536-well plates; dTDP-4-dehydrorhamnose reductase (Mycobacterium tuberculosis (strain ATCC 25618 / H37Rv)) …; RmlC+RmlD coupled enzyme assay, percent inhibition; primary screen in compound mixtures; inhibition, % at 3.6 µM; actives 0.03% (n = 160,000); AID 1533, 2009; in the data active means inhibition mostly above about 34%, no sharp cut-off; further: some results filed as inactive read as strong as hits
Target sequence (P9WH09 whole entry, looked up): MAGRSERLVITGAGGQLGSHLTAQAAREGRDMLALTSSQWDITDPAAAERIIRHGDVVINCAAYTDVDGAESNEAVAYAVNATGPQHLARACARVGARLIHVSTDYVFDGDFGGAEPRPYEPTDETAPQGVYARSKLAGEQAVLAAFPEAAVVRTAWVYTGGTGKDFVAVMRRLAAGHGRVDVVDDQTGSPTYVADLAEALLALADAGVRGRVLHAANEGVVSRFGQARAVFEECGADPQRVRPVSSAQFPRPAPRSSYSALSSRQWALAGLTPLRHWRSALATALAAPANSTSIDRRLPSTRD
Target sequence (P9WH11 whole entry, looked up): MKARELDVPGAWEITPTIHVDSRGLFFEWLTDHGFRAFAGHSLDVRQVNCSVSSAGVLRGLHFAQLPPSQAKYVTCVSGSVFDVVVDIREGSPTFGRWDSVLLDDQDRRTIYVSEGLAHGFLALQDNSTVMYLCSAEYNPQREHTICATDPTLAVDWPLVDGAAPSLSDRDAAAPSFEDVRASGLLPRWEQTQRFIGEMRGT
* marks the source's active call; other numbers are inactive results; x = no result given. Some of the compounds tested, so the mix of outcomes need not match the whole.

SMILES	M. tuberculosis GlmU	Mtb RmlCD inh
CCOc1cc(S(=O)(=O)NCCc2cccc(C)c2)c(OCC)cc1-n1cnnn1	-4.9%	57
O=C(COC(=O)c1cnccn1)c1ccc(OC(=O)c2ccccc2)cc1	2.9%	x
COc1ccc2cc(C(c3nnnn3CC3CCCO3)N3CCOCC3)c(=O)[nH]c2c1 (stereo not drawn)	3.9%	9
NS(=O)(=O)c1ccc(CNC(=O)/C=C/c2ccc(S(=O)(=O)N3CCOCC3)cc2)cc1	-1.8%	6
O=C(Cc1ccccc1)NNC(=O)Cc1ccccc1	4.1%	-10
CCNC(=O)COc1ccc(OCc2ccccc2)cc1	1.6%	15
COc1cccc(-n2c(Cc3cc(=O)[nH]c(=O)[nH]3)nnc2SCC(=O)Nc2ccccc2)c1	1.2%	-4
O=C(CN1CCCCC1)Nc1cc(Cl)ccc1Oc1ccccc1	2.4%	-13
O=C(Cc1ccc(-n2c(=O)c3sccc3n(CC(=O)Nc3ccccc3)c2=O)cc1)NCc1ccco1	3.9%	-6
Cc1cc(C(=O)CSc2nc(N)cc(N)n2)c(C)n1-c1cccc(F)c1	-4.2%	8
CC(=O)Nc1ccccc1OCC(=O)NC(C)c1ccccc1 (stereo not drawn)	-0.1%	-5
CCOc1ccc(Nc2oc(-c3cccs3)nc2C#N)cc1	-1.0%	7
Cc1cccc(OC(=O)N2CCOCC2)c1	8.1%	-9
O=C(NC1CCCCC1)C(c1ccco1)N(C(=O)C(F)(F)F)C1CC1 (stereo not drawn)	-0.1%	x
CCCC(=O)N1CCN(Cc2ccc3c(c2)OCO3)CC1	1.9%	x
CCOC(=O)c1nc(-c2ccc3c(c2)OCO3)[nH]c1C	-3.1%	-13
Cc1ccc(CNC(=O)C(Cc2ccccc2)NS(=O)(=O)c2cccs2)cc1 (stereo not drawn)	1.0%	x
Cc1cccc(CCNC(=O)C2CCN(S(=O)(=O)c3ccccc3)CC2)c1	-9.0%	-1
CCc1cc2c(N[C@@H](C)C(=O)O)ncnc2s1	-2.3%	x
O=C(CN1C(=O)c2ccccc2C1=O)NCC(=O)OCC(=O)c1ccc(Br)cc1	x	6
N#C/C(=C\c1ccccc1[N+](=O)[O-])c1nc(C2CC2)cs1	2.0%	x
COc1ccc(CN(Cc2cccn2C)S(=O)(=O)c2ccccc2)cc1	5.2%	8
CCCCOc1ccc2ccccc2c1C=O	0.6%	2
Cc1ccc(OCCSc2nc(NC(C)C)nc(NC(C)C)n2)cc1	1.9%	x
CCCn1nc2cc(C(=O)NCc3ccc(C)cc3)ccc2c1OC	4.1%	105

Complete entries, quoted from the list. Order of values: M. tuberculosis GlmU	Mtb RmlCD inh
Shown for `Cc1ccc(CNC(=O)C(Cc2ccccc2)NS(=O)(=O)c2cccs2)cc1` (stereo not drawn) : 1.0%	x
Shown for `COc1ccc(CN(Cc2cccn2C)S(=O)(=O)c2ccccc2)cc1` : 5.2%	8
Shown for `CCCn1nc2cc(C(=O)NCc3ccc(C)cc3)ccc2c1OC` : 4.1%	105
Shown for `O=C(Cc1ccccc1)NNC(=O)Cc1ccccc1` : 4.1%	-10
Shown for `CCOc1ccc(Nc2oc(-c3cccs3)nc2C#N)cc1` : -1.0%	7

Carrying on:
SMILES	M. tuberculosis GlmU	Mtb RmlCD inh
Cc1nc2c(C)cccn2c1/C(O)=C1\C(=O)C(=O)N(CCN(C)C)C1c1ccccc1 (stereo not drawn)	7.2%	7
O=C(NNS(=O)(=O)c1ccc2ccccc2c1)c1cccnc1	-0.8%	-7
O=C(Nc1nc2nc(-c3ccccc3)cc(=O)n2[nH]1)c1ccccc1	-0.8%	7
Cc1csc(NC(=O)c2cccs2)n1	-3.6%	1
COCCCNC(=O)Cn1ncc2ccsc2c1=O	x	-5
Cn1c(=O)c2[nH]c(COc3ccc(C(C)(C)C)cc3)nc2n(C)c1=O	-3.5%	5
CC(=O)Nc1ccc(C(=O)NC(CC(=O)O)c2ccc(Cl)cc2)cc1 (stereo not drawn)	1.3%	4
Cc1ncc(CO)c(/C=N/NC(=S)Nc2ccc(Cl)c(Cl)c2)c1O	2.2%	x
[2H]c1c([2H])c([2H])c(-c2nc(N3CCCCCC3)sc2C(=O)c2ccccc2)c([2H])c1[2H]	1.7%	-5
COc1cc(OC)cc(/C(N)=N/O)c1	-1.6%	x
Cc1ccc2c(c1)nnn2C1CCN(S(=O)(=O)c2ccc(C(=O)NC3CCCC3)cc2)CC1	-0.8%	x
CSc1nc(N)nc(SCC(=O)c2ccccc2)c1C#N	0.7%	x
Cc1ccc(NC(=O)CCn2nc(C)cc2C)c(C)c1	7.7%	-3
COc1ccccc1CN(Cc1cc2cc3c(cc2[nH]c1=O)OCCO3)Cc1nnnn1Cc1ccco1	8.6%	3
COCCn1nnnc1CN1CCN2CCCC2C1 (stereo not drawn)	1.7%	x
CNC(=O)COc1ccccc1C(=O)Nc1ccc2c(c1)oc1ccccc12	-0.3%	x
COC(=O)c1c(C(=O)OC)c2n(c1C)CCC2	-2.9%	x
COc1cc(C2CC(=O)C=C(O)C2)cc(OC)c1OC (stereo not drawn)	-2.5%	10
Cc1ccc(Cl)cc1N1CCN(C(=O)C2CCCN(S(=O)(=O)c3cnc[nH]3)C2)CC1 (stereo not drawn)	-2.1%	6
O=C(Nc1ccc(Cl)cc1)N1CCC(c2nc(-c3ccccc3Cl)no2)CC1	-1.2%	x
Cc1ccc2nc(C)cc(NCCO)c2c1	-2.6%	x
COc1cccc(C(C)NC(=O)Nc2cc(Cl)ccc2OC)c1 (stereo not drawn)	-3.0%	-14
COc1ccc(NC(=S)N(CCN(C)C)C(C)c2ccco2)cc1Cl (stereo not drawn)	2.5%	-8
CCC(C)[C@H](NC(=O)OC(C)(C)C)C(=O)N/N=C/c1ccc2nccnc2c1 (stereo partly drawn)	5.2%	x
CN(Cc1ccccc1NC(=O)c1ccc(S(=O)(=O)N(C)C)cc1)C1CCCCC1	-5.1%	6
(continued)
SMILES	M. tuberculosis GlmU	Mtb RmlCD inh
Oc1ccc(Cl)cc1Nc1nc(NCC2CCCO2)c2ccccc2n1 (stereo not drawn)	-3.7%	x
Cc1cc(Cl)ccc1Oc1nc(-c2ccc(F)cc2)ccc1C#N	4.7%	5
CCN1CCN(C(=S)NCC(C)C)CC1	-1.2%	-1
COC(=O)c1ccc(NS(=O)(=O)c2ccc(Cl)cc2)o1	-2.8%	x
CC(C)CNC(=O)C1Nc2ccccc2C2C=CCC12 (stereo not drawn)	0.5%	x
CC(=O)NC(NC(C)=O)c1cccc(OCc2ccccc2)c1	0.8%	6
O=C(COc1ccccc1)N(Cc1cc2ccccc2[nH]c1=O)CC1CCCO1 (stereo not drawn)	3.6%	-7
CCN(CC)S(=O)(=O)c1ccc(Cl)c(C(=O)N2CCc3ccccc32)c1	0.0%	x
CCN(CC)C(=O)CSc1nc2ccc(NC(=O)CSc3nnc(COc4ccccc4C)n3C)cc2s1	-1.1%	-4
Cc1nc2ccc(NC(=O)N3CCOCC3)cc2nc1C	0.0%	5
Cc1cc(C=O)c(C)n1-c1ccc(N2CCOCC2)cc1	0.4%	x
O=C1c2ccccc2C(=O)N1c1cccnc1	-3.3%	-4
COc1ccccc1CNC(=O)C1CCN(Cc2nc(-c3cccc(Cl)c3)oc2C)CC1	2.1%	-6
O=C(O)COc1ccccc1/C=N/NC(=O)CSc1nnc(SCc2ccccc2)s1	-4.5%	-11
C/C=C/C(=O)OCC(=O)Nc1ccc(OC)c(Cl)c1	-0.9%	1
O=C(CSc1nccn1-c1cccc(Cl)c1)NO	-0.4%	12
CCSc1nnc(CNc2ccc(C)cc2)n1C	3.5%	x
Cn1c(/N=C/c2cc(Cl)ccc2O)nc2ccccc21	1.2%	-8
CC(=O)Oc1ccc(C)cc1N1C(=O)c2ccc(C(=O)O)cc2C1=O	0.2%	6
CCNC(=O)COC(=O)/C=C/c1cccc([N+](=O)[O-])c1	-0.4%	-10
C=C(C)COc1ccc(-c2n[nH]c(C)c2-c2ccc(OC)cc2)c(O)c1	2.3%	x
O=C(COc1cccnc1[N+](=O)[O-])N1CCN(C(=O)c2ccco2)CC1	4.0%	4
Cc1ccccc1NC(=O)/C=C/c1ccc([N+](=O)[O-])s1	-1.5%	6
O=C1CC(C(=O)Nc2ccc(F)cc2)S/C(=N\N=C\c2ccco2)N1 (stereo not drawn)	2.9%	x
CCOC(=O)CN1CC23C=CC(O2)C(C(=O)NC2CCCC2)C3C1=O (stereo not drawn)	1.8%	4
Other records
SMILES	M. tuberculosis GlmU	Mtb RmlCD inh
CCOc1cc(-c2noc(N)c2C(=O)OC)cc(OCC)c1OCC	x	-3
CCN(C(=O)COC(=O)CNC(=O)c1ccc(C)s1)c1ccccc1	2.0%	0
CCC(NC(=O)Nc1nnc(C(F)(F)F)s1)(C(F)(F)F)C(F)(F)F	2.4%	x
CCOC(=O)C(=O)CC(=O)c1ccc2c(c1)OCCO2	-4.1%	x
Cc1cccc(C)c1NC(=O)COC(=O)c1cc(=O)c2ccccc2o1	1.5%	x
COc1cc2c(cc1OC)CN(Cc1cc(=O)n3c(-c4ccccc4)csc3n1)CC2	4.0%	12
CC(C)(C)NC(=O)C(c1ccc(F)cc1)N(Cc1ccco1)C(=O)Cn1nnc(-c2cccs2)n1 (stereo not drawn)	3.6%	x
Cc1nc(=O)c(-c2ccccc2)c(C)n1Cc1ccccc1	1.4%	x
C=CCNc1nc(Nc2ccc(OC)cc2OC)nc(OCC)n1	2.4%	10
COc1ccc(-c2[nH]ncc2CN(C)Cc2cnccn2)c(OC)c1	-2.5%	-10
O=C(CCNC(=O)c1ccccc1)Nc1ccc(F)c(Cl)c1	-0.4%	-7
O=C1CN(C(=O)COc2ccc(Br)cc2Br)c2ccccc2N1	1.8%	-10
COc1ccc(C)cc1NC(=O)CSc1ccc(Cl)cc1	2.3%	x
O=C(c1cc(S(=O)(=O)N2CCOCC2)ccc1F)N1CCN(Cc2ccccc2)CC1	1.1%	-3
Cc1ccc(NC(=O)c2ccc(OC(=O)c3ccco3)cc2)cc1	1.9%	-5
S=C1SCN(CC2CC2)CN1CC1CC1	-3.0%	-9
CC(=O)c1ccc(NC(=O)N[C@@H](Cc2ccccc2)C(=O)O)cc1	0.6%	13
COc1ccc(C2/C=C\CN(C(=O)Nc3ccccc3)CC(=O)N2Cc2ccc(F)cc2)cc1 (stereo not drawn)	1.5%	x
CCn1cc(C(=O)NC(C)C2CC3CCC2C3)cn1 (stereo not drawn)	0.7%	x
CCCCN(CC)C(=O)CSc1nc2c(sc(=S)n2-c2ccc(OCC)cc2)c(=O)[nH]1	4.9%	-10
CCOc1cc(NC(=S)NCCCN2CCOCC2)c(OCC)cc1NC(=O)c1ccccc1C	-0.4%	-4
Cn1c(N)c(C(=O)Nc2ccccc2)c(=O)[nH]c1=O	-1.2%	x
CCOC(=O)CN1C(=O)N[C@@H](c2cccc(F)c2)C(C(C)=O)=C1C	0.7%	x
Cc1cccc(N(C(=O)c2snc(C(N)=O)c2N)C(C(=O)NCC2CCCO2)c2cccs2)c1 (stereo not drawn)	-0.7%	0
COc1ccc(NS(=O)(=O)c2ccc(NC(=O)c3ccccc3Br)cc2)nn1	0.5%	15

Random excerpt: seven compounds from above
SMILES	M. tuberculosis GlmU	Mtb RmlCD inh
CCNC(=O)COc1ccc(OCc2ccccc2)cc1	1.6%	15
NS(=O)(=O)c1ccc(CNC(=O)/C=C/c2ccc(S(=O)(=O)N3CCOCC3)cc2)cc1	-1.8%	6
Cc1ccc(Cl)cc1N1CCN(C(=O)C2CCCN(S(=O)(=O)c3cnc[nH]3)C2)CC1 (stereo not drawn)	-2.1%	6
C/C=C/C(=O)OCC(=O)Nc1ccc(OC)c(Cl)c1	-0.9%	1
COc1ccccc1CN(Cc1cc2cc3c(cc2[nH]c1=O)OCCO3)Cc1nnnn1Cc1ccco1	8.6%	3
S=C1SCN(CC2CC2)CN1CC1CC1	-3.0%	-9
O=C(c1cc(S(=O)(=O)N2CCOCC2)ccc1F)N1CCN(Cc2ccccc2)CC1	1.1%	-3

The list continues:
SMILES	M. tuberculosis GlmU	Mtb RmlCD inh
CCCc1nn(C)c(C(=O)Nc2ccc(CC)cc2)c1Cl	3.9%	0
CN(C)c1ccc(-n2cccc2/C=C/[N+](=O)[O-])cc1	x	-8
Cc1ccc(CNc2ncc(-c3ccccc3)n2C)o1	0.8%	-4
Cc1ccc(SCCN2CCN(C)CCC2=O)cc1	-1.5%	x
CNCc1ccccc1Sc1ccc(OC)cc1	x	-4
COc1ccccc1N1CCN(/N=C/c2ccc(O)c(O)c2)CC1	-6.4%	0
Cc1nnc(N)s1	-1.2%	4
Cn1c(=O)c2c(nc(N/N=C/c3ccncc3)n2Cc2ccccc2)n(C)c1=O	3.9%	-8
CN(C)c1ncc(S(=O)(=O)c2ccccc2)c(N)n1	4.8%	x
CCc1nc2ccccc2c(C(=O)Oc2ccc(C(=O)OC)cc2)c1C	-7.1%	-3
O=C1Nc2cc(C(=O)N3CCN(Cc4ccccc4)CC3)ccc2SC1N1CCOCC1 (stereo not drawn)	7.7%	-7
COc1ccc2oc(=Nc3cccc(F)c3)c(C(N)=O)cc2c1	-3.7%	13
CC(c1nc2ccccc2c(=O)[nH]1)N(C)c1ccc2ccccc2c1 (stereo not drawn)	1.7%	4
COc1ccc(N2C(=O)CSC23CCC(C(C)(C)C)CC3)cc1 (stereo not drawn)	3.4%	x
O=C(NCc1cccnc1)c1cc2nc(-c3cccs3)cc(C(F)(F)Cl)n2n1	0.6%	-10
Nc1nnc(SCC(=O)OCc2ccc(F)cc2)s1	7.1%	9
NC(=O)C[C@@H]1N[C@]2(C(=O)Nc3ccccc32)[C@@H]2C(=O)N(C3CCCCC3)C(=O)[C@H]12	1.4%	x
O=C(CSc1nn(-c2ccccc2)c(=S)s1)Nn1cnnc1	6.1%	1
CCCC(=O)Nc1ccc(N2CCN(C(=O)c3ccccc3C)CC2)cc1	-0.6%	9
O=C1CSCC(=O)N1c1ccccc1	-5.9%	3
